Screening results deposited in PubChem BioAssay by National Center for Advancing Translational Sciences (NCATS).
aSyn yeast inh: qHTS of alpha-syn Inhibitors. Yeast expressing alpha-synuclein, growth rescue, BacTiter-Glo, 24 h. Potency, µM (highest dose often 46.1 µM), inactives show top-dose growth rescue (activation), actives largely listed as activators. 0.14% of 370,000 active. AID 652106, 2013; note: potency is the fitted concentration of half-maximal effect; % of control where 0% means no effect; nearly all actives have a fitted effect of over 65% in size
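Rescue of yeast growth: cells expressing toxic alpha-synuclein, induced in galactose at OD600 0.02, incubated with compound 24 h at 30 C. ATP luminescence quantified growth; inhibitors of toxicity appear as activators.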
pAkt inh: HTS Assay for Inhibitors of Akt Phophorylation: Primary Screen. Neuro2A IGF-stimulated pAkt S473 HTRF, 20 min; hits give low values. activity change, % for hits at 50 µM. 0.32% of 360,000 active. AID 651550, 2012; in the data active = activity change below about -80%; inconclusive = mostly about -51% to -80%; note: % is set by controls: 0 for no effect and ±100 for the full control effect
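Single-point screen (50 µM final compound) in Neuro2A cells stimulated 20 min with 6 nM IGF at 37 deg C. After lysis, Ser473-phosphorylated Akt read by HTRF (ex 330 nm, em 615/665 nm) as the 665/615 ratio.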
DRD3 antagonist: qHTS of D3 Dopamine Receptor Antagonist: qHTS; max response, negative = inhibition, %; D3R cells, DiscoveRx beta-arrestin luminescence, antagonist mode; hits give low values; 2.5% of 360,000 active; D(3) dopamine receptor (Homo sapiens), P35462; in the data active = max response below about -50%; inconclusive = no clear call, values can overlap the other calls; note: % is set by controls: 0 for no effect and ±100 for the full control effect; mostly tested at two doses, the higher about 12 µM
Target sequence (P35462 whole entry, looked up): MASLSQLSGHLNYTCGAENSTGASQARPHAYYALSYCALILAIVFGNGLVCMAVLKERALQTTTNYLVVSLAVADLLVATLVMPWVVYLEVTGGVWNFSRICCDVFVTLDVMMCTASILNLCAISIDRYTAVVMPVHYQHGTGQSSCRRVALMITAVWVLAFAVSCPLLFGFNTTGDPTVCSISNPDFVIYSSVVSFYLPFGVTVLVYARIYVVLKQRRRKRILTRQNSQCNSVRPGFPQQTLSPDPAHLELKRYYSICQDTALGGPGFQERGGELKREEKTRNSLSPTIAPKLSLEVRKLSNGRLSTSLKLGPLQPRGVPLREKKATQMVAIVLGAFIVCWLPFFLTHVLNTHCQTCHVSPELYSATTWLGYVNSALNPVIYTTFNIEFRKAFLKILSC
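Cells plated overnight at 1500 cells/well, then exposed to library compounds with dopamine controls for 90 minutes at 37 degrees C. DiscoveRx reagent added for 30–60 minutes at room temperature; luminescence read, quantitative HTS format.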
TDP43 rescue: qHTS of TDP-43 Inhibitors; TDP-43 expressing yeast growth rescue, BacTiter-Glo, 24 h; Potency, µM (doses to about 46.1 µM), for the others: at the highest dose growth rescue (activation), most hits filed as activators; 1.8% of 410,000 active; note: potency is the fitted concentration of half-maximal effect; % of control where 0% means no effect; nearly all actives have a fitted effect of over 50% in size
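Yeast expressing TDP-43 (pregrown in raffinose, seeded at OD600=0.02 in galactose medium) exposed to compounds 24 hr at 30 deg C. Growth read by BacTiter-Glo luminescence; rescue of toxicity appears as increased signal.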
GLP-1R inv ag: qHTS of GLP-1 Receptor Inverse Agonists (Inhibition Mode); AID 624417, 2012; Glucagon-like peptide 1 receptor (Homo sapiens), P43220; Potency, µM (doses to about 38.3 µM), for inactives: top-dose activity change, negative = inhibition, usual class: inhibitors; 1.6% of 410,000 active; HEK293 GLP-1R CRE-luciferase, luminescence, 24 h; GLP-1R form is constitutively active; note: potency is the fitted concentration of half-maximal effect; % is set by controls: 0 for no effect and ±100 for the full control effect; nearly all actives have a fitted effect of over 55% in size
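Constitutively active GLP-1R drives a cAMP-responsive luciferase in stably transfected HEK293 cells; test compounds are added after overnight (12 h) attachment and left 24 hr, and signal loss in luminescence marks inhibition.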
Abeta rescue: qHTS for compounds that reverse cellular toxicity of Amyloid beta (A-beta) peptide in yeast: Primary Screen; 0.063% of 410,000 active; Potency, µM (doses to about 46.1 µM), inactives show top-dose growth rescue, actives largely listed as activators; AID 1347071, 2019; yeast expressing A-beta42, growth rescue, OD600, 48 h; response scale: 0% DMSO, 100% iron-clioquinol control; note: potency is the fitted concentration of half-maximal effect; nearly all actives have a fitted effect of over 55% in size
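Growth rescue measured by 600 nm absorbance after 48 h yeast culture at 30 C with compound. Values normalized between DMSO and an equimolar ferric chloride plus clioquinol control.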
FUS suppressor: qHTS for Suppressors of FUS Proteinopathy: Primary screen using FUS-linked yeast assay; Potency, µM (series often up to 76.6 µM), for the others: top-dose growth rescue (activation), most hits filed as activators; S. cerevisiae FUS-expressing, growth rescue, OD600, 24 h; AID 1347120, 2019; 0.24% of 390,000 active;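 note: potency is the fitted concentration of half-maximal effect; plate controls were DMSO vehicle for no effect and reference control for full effect; nearly all actives have a fitted effect of over 55% in size; some results filed as inactive show a strong effect at the top dose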
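Yeast expressing FUS under galactose induction, OD 0.005 in 2% galactose medium; compounds in a dilution series, 24 h at 30C. Growth rescue by absorbance at 600 nm; CP55940 positive control, DMSO negative.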
GLP1R ag: qHTS of GLP-1 Receptor Agonists | Glucagon-like peptide 1 receptor (Homo sapiens), P43220 | HEK293 GLP-1R CRE-luciferase, luminescence, 4-6 h; cells express a hypersensitive GLP-1R form | Potency, µM (highest dose often 45.6 µM), for the others: at the highest dose activation, hits mostly activators | 0.007% of 380,000 active | AID 624172, 2012; note: potency is the fitted concentration of half-maximal effect; % of control where 0% means no effect
PTHR1 ag: qHTS for PTHR1 Agonists: Primary Screen; 0.075% of 410,000 active; Parathyroid hormone/parathyroid hormone-related peptide receptor (Homo sapiens), Q03431; Potency, µM (highest dose often 115 µM), without a hit: at the highest dose activation, actives largely listed as activators; HEK293 GP2 PTHR1 cells, GloSensor cAMP luminescence, 1 h; note: potency is the fitted concentration of half-maximal effect; nearly all actives have a fitted effect of over 55% in size; some results filed as inactive show a strong effect at the top dose; inactives centre near -15; many of its hits are not listed in these tables
Target sequence (Q03431 whole entry, looked up): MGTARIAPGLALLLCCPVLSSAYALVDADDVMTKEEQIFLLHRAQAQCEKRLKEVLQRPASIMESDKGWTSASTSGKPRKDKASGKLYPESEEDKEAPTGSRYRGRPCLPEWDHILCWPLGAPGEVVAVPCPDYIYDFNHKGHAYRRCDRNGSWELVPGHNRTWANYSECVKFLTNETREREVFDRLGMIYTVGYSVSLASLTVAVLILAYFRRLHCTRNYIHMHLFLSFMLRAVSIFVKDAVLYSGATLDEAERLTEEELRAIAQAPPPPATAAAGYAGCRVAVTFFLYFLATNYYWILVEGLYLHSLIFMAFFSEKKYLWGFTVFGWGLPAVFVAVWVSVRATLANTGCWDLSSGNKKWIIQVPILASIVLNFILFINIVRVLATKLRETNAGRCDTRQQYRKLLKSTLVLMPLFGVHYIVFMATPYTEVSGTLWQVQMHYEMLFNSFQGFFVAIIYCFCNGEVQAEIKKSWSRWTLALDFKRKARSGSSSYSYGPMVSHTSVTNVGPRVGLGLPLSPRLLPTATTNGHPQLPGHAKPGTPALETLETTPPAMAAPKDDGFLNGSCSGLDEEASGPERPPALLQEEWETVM
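HEK-293-derived GP2 cells expressing PTHR1 and a GloSensor cAMP reporter, 3,000/well, plated overnight, given luciferin plus IBMX (each 0.5 mM as added) for 1 h at 37 °C, then compound for 1 h at 37 °C. Luminescence was read after 15 min at room temperature.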
* = called active by the depositor; i = inactive; ? = inconclusive; . = no result given; & = joins results of further samples; [ ] = another dose, or the depositor's remark. Unless noted, calls come from the whole dose curve; as a rule, active = well fitted curve in the direction sought with a large enough effect; inconclusive = small, poorly fitted or top-dose-only effect, or another doubt; inactive = no such curve, though single readings can be large; an effect the other way counts as inactive or inconclusive.

1. O=C(Nc1ccccc1Cl)C1CCCN(S(=O)(=O)c2ccc(-n3cnnn3)cc2)C1 (stereo unspecified)
2. S=c1c2[nH]cnc2ncn1CCSc1ncnc2nc[nH]c12
3. O=C(CS)Nc1ccc2ccccc2c1
4. Cc1sc2ncn(CCC(=O)O)c(=O)c2c1C
5. COc1cc(SC)ccc1C(=O)Nc1ccccc1
6. Cc1ccc(S(=O)(=O)N2C[C@@H](C)[C@]3(C2)[C@H](O)[C@H](OC(=O)Nc2c(C)noc2C)C[C@H]2C(=O)N(c4ccccc4)C(=O)[C@H]23)cc1
7. COc1ccc(-n2nc(C(=O)NCC(=O)N3CCN(Cc4ccccc4)CC3)c3ccccc3c2=O)cc1
8. CCCn1c(CCC(=O)Nc2ccc(OCC)cc2)nc2cccnc21

assay / compound	1	2	3	4	5	6	7	8
aSyn yeast inh	4%	-6%	-9%&8%	4%	0%	14%	-1%	.
pAkt inh	i	i	i	i	i	i	i	.
DRD3 antagonist	5	-79*	13	-4	-8	-10	10	.
TDP43 rescue	3%	25%	?	7%	-26%	16%	-10%	19%
GLP-1R inv ag	-7%	15%	-15%	-4%	?	8%	-3%	11%
Abeta rescue	8%	-6%	6%	1%	-50%[inhibitor]	5%	6%	4%
FUS suppressor	2%	.	8%	-9%	24%	29%	9%	-18%
GLP1R ag	14%	-2%	5%	-5%	?	-4%	9%	.
PTHR1 ag	i	i	-18%	-23%[57.5 µM]	-80%[inhibitor]	i	i	-21%

9. Cc1ccccc1-n1ncc2c1CC(C)(C)CC2NC(=O)c1ccncc1 (stereo unspecified)
10. CCc1cc2c(COC(=O)CCNS(=O)(=O)c3cccc(C(F)(F)F)c3)cc(=O)oc2cc1O
11. Cc1ccc(S(=O)(=O)N2[C@@H](c3ccc(Cl)c(Cl)c3)C(C(=O)O)=C[C@H]2CC2CCCC2)cc1
12. COc1ccc(C(=O)C=CNNC(=O)c2ccc(Cl)cc2)cc1
13. COc1cc(S(=O)(=O)Nc2cc(C)cc(C)c2)ccc1F
14. CC(C)CC(C(=O)NC1CCCC1)N(Cc1ccc2c(c1)OCO2)C(=O)c1snc(C(N)=O)c1N (stereo unspecified)
15. COc1ccccc1CC(NC(C)=O)C(=O)NC1CCN(S(=O)(=O)c2ccc(NC(C)=O)cc2)CC1 (stereo unspecified)
16. O=[N+]([O-])c1ccc(NC(=S)N2CCCC2)cc1

assay / compound	9	10	11	12	13	14	15	16
aSyn yeast inh	-8%	-3%	-9%	-2%	22%	-1%	6%	-2%
pAkt inh	i	i	i	i	i	i	i	i
DRD3 antagonist	0	16	0	-54*	-12	15	4	7
TDP43 rescue	3%	?	22%	.	-11%	-2%	-5%	18%
GLP-1R inv ag	3%	?	?	?	?	9%	12%	7%
Abeta rescue	-3%	16%	3%	-33%	13%	10%	0%	-16%
FUS suppressor	16%	.	-1%	?	.	4%	-17%	-4%
GLP1R ag	-7%	-9%	-1%	-1%	5%	1%	4%	5%
PTHR1 ag	i	-6%	-62%[inhibitor]	-42%[inhibitor]	-12%	i	i	i

17. CC1(C)Cc2nc3sc4c(SCC(=O)NCc5ccccc5)ncnc4c3cc2CO1
18. COC(=O)c1ccccc1NC(=O)c1ccc2c(Cl)c3c(nc2c1)CCCC3
19. CN1CCN(CC(=O)NN(Cc2ccccc2)c2ccccc2)CC1
20. CCC(Oc1ccccc1)C(=O)Nc1cc(-c2ccccc2OC)nn1-c1ccccc1 (stereo unspecified)
21. C=CCn1c(SCC(=O)c2c(N)n(C)c(=O)n(C)c2=O)nc2sc(CC)cc2c1=O
22. Cc1ccc(S(=O)(=O)N(C(=O)c2ccncc2)c2ccc3oc4c(c3c2)CCCC4)cc1[N+](=O)[O-]
23. CCOC(=O)C1=C(C)N=C2SC(C(=O)OC)=CC(=O)N2C1c1ccc(F)cc1 (stereo unspecified)
24. Nc1cc(-c2ccc(Br)cc2)nc2cc(-c3ccccc3)nn12

assay / compound	17	18	19	20	21	22	23	24
aSyn yeast inh	.	.	1%	.	2%	5%	-84%[inhibitor]	-26%
pAkt inh	.	.	i	.	.	i	-87%*	i
DRD3 antagonist	-12	.	-26	.	0	10	-20	8
TDP43 rescue	4%	19%	-15%	16%	5%	?	-15%	0%
GLP-1R inv ag	-10%	7%	5%	4.5µM*	10%	?	?	-9%
Abeta rescue	6%	-6%	-8%	1%	9%	7%	13%	-20%
FUS suppressor	-10%	-14%	1%	27%	22%	13%	?	30%
GLP1R ag	3%	0%	4%	.	-3%	-13%	-9%	10%
PTHR1 ag	-42%[inhibitor]	-3%	i	-23%	i	i	-13%[57.5 µM]	i

25. Cc1cnc(C(=O)OCC(=O)N2CCC(C)CC2)cn1
26. Cc1cccc(CN2CCN([C@@H]3CS(=O)(=O)N[C@H]3COCc3ccccc3)CC2)c1
27. Cc1ccc(NC(=O)CCC(=O)NNS(=O)(=O)c2ccccc2)cc1C
28. Cc1nn(C)c2c1c(-c1ccccc1)cc(=O)n2Cc1ccc(Br)cc1F
29. CCOC(=O)C1=C(C(=O)OCC)N(Cc2ccccc2)CCC1=O
30. Cc1c(Cl)cccc1NC(=O)CSC(C)c1nc2ccccc2c(=O)[nH]1 (stereo unspecified)
31. C[C@]12CCC(O)CC1CCC1C2CC[C@]2(C)C(c3cc(C(F)(F)F)n[nH]3)CCC12 (stereo partly specified)
32. COc1ccc(OC)c2sc(N(CCN(C)C)C(=O)c3cc(Cl)sc3Cl)nc12

assay / compound	25	26	27	28	29	30	31	32
aSyn yeast inh	-3%	1%	0%	.	-5%	3%	27%	-5%
pAkt inh	i	i	i	.	i	i	i	i
DRD3 antagonist	9	1	3	.	-20	16	127	?
TDP43 rescue	10%	8%	14%	23%	-2%	-6%	-32%[inhibitor]	-15%
GLP-1R inv ag	18%	-13%	-9%	-1%	-7%	?	21%	-13%
Abeta rescue	1%	-11%	-10%	3%	-5%	0%	10%	6%
FUS suppressor	16%	-21%	.	14%	-8%	-2%	-14%	14%
GLP1R ag	-9%	3%	0%	.	-2%	6%	-8%	-1%
PTHR1 ag	i	-22%	-13%	i	11%	-9%	-81%[inhibitor]	i

33. Cc1cc(NC(=O)CCC(=O)N(CC(=O)NC2CCCC2)c2cccc(C)c2C)no1
34. CCOC(=O)N1CCC(NS(=O)(=O)c2ccc(C#N)cc2)CC1
35. CSc1sc(C(=O)NNC(C)=O)c2c1C=CCC2
36. COc1ccccc1N1CCN(S(=O)(=O)CCNC(=O)COc2ccccc2F)CC1
37. Cc1cccc(N(C(=O)c2snc(C(N)=O)c2N)C(C(=O)NCC2CCCO2)c2c[nH]c3ccccc23)c1 (stereo unspecified)
38. CCN1CCN(Cc2ccc(OCc3ccccc3)c(OC)c2)CC1
39. Cc1ccc(S(=O)(=O)N2C[C@@H](C)[C@]3(C2)[C@H](O)[C@H](OC(=O)NCc2ccccc2)C[C@H]2C(=O)N(c4ccccc4)C(=O)[C@H]23)cc1
40. COc1cc(CC(NC(C)=O)C(=O)NC2CCN(C(=O)C3CC3)CC2)cc(OC)c1 (stereo unspecified)

assay / compound	33	34	35	36	37	38	39	40
aSyn yeast inh	10%	2%	0%	.	0%	2%	0%	0%
pAkt inh	i	i	i	.	i	i	i	i
DRD3 antagonist	5	14	15	.	5	-19	19	5
TDP43 rescue	-1%	-12%	15%	20%	3%	-50%[inhibitor]	0%	4%
GLP-1R inv ag	?	-9%	-11%	-5%	-2%	0%	-30%	-9%
Abeta rescue	14%	4%	10%	-5%	5%	-3%	4%	0%
FUS suppressor	18%	15%	-3%	1%	?	-5%	?	0%
GLP1R ag	-4%	10%	3%	.	3%	-4%	-2%	0%
PTHR1 ag	i	i	-20%	-5%	-33%	-13%[57.5 µM]	-19%	-15%

41. CC(=O)Nc1ccc(S(=O)(=O)Nc2cccc(-c3ccc4nncn4n3)c2)cc1
42. COc1cccc(CNC(=O)C2CC(=O)N(c3ccc4c(c3)OCCO4)C2)c1 (stereo unspecified)
43. COc1ccc(-c2ccc(=O)n(CC(=O)Nc3cc(OC)ccc3OC)n2)cc1
44. CCOC(=O)c1ccccc1NC(=O)CN(c1cccc(C)c1C)S(=O)(=O)c1ccccc1

assay / compound	41	42	43	44
aSyn yeast inh	-4%	-9%	.	.
pAkt inh	i	i	.	.
DRD3 antagonist	-9	11	.	.
TDP43 rescue	-8%[9.22 µM]	2%	24%	8%
GLP-1R inv ag	16%	5%	67%[activator]	?
Abeta rescue	-12%	7%	15%	0%
FUS suppressor	17%	3%	25%	26%
GLP1R ag	5%	0%	.	-1%
PTHR1 ag	-7%	-12%	i	-10%

Rewritten with bars between the fields: entries from further up
no. | mol | aSyn yeast inh | pAkt inh | DRD3 antagonist | TDP43 rescue | GLP-1R inv ag | Abeta rescue | FUS suppressor | GLP1R ag | PTHR1 ag
42 | COc1cccc(CNC(=O)C2CC(=O)N(c3ccc4c(c3)OCCO4)C2)c1 (stereo unspecified) | -9% | i | 11 | 2% | 5% | 7% | 3% | 0% | -12%
43 | COc1ccc(-c2ccc(=O)n(CC(=O)Nc3cc(OC)ccc3OC)n2)cc1 | . | . | . | 24% | 67%[activator] | 15% | 25% | . | i
44 | CCOC(=O)c1ccccc1NC(=O)CN(c1cccc(C)c1C)S(=O)(=O)c1ccccc1 | . | . | . | 8% | ? | 0% | 26% | -1% | -10%

Some of the compounds tested, so the mix of outcomes need not match the whole.
